eIF4E-4G inh: eIF4E–eIF4G protein interaction inhibitors, primary screen, biochemical, uHTS, TR-FRET, eIF4GI fragment; hit rate 0.37% among 220,000; AID 782, 2007; TR-FRET eIF4E-eIF4GI(517-606) binding, 2 h; inhibition, % at 21.7 µM; Eukaryotic translation initiation factor 4E (Mus musculus) + Eukaryotic translation …;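 active means inhibition above about 30%, limit read from the data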;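 further: 0% = full FRET control wells and 100% = background wells lacking eIF4GI fragment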
PGE2 EP2 inh: human EP2 receptor antagonists, primary screen, TR-FRET cAMP, C6 glioma cells; Prostaglandin E2 receptor EP2 subtype (Homo sapiens), P43116; C6 glioma cells expressing human EP2; cells stimulated with saturating PGE2; hit rate 0.52% among 260,000; inhibition, % at 25 µM;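 active means percent inhibition above 40 after rounding to a whole number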;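 further: rat C6 glioma host cells with rolipram phosphodiesterase inhibitor present; the protocol text gives 20 µM as final concentration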
EP2 mod: EP2 receptor modulators, cAMP readout, primary screen, cell-based, HTRF cAMP, PGE2 stimulation. AID 940, 2007. EP2-expressing cells, cAMP HTRF FRET, PGE2 co-stimulation. induction, % at 25 µM. Prostaglandin E2 receptor EP2 subtype (Homo sapiens), P43116. hit rate 0.83% among 260,000;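 active means compounds whose cAMP rise, as percent of the full-agonist control response, exceeds 60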;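 further: rat C6 glioma line stably carrying human EP2 under a CMV promoter; the protocol text gives 20 µM as final concentration; 100% = response of wells given 1 µM PGE2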
NPY-Y1 PAM-ag: NPY-Y1 receptor potentiators or agonists, primary screen, cell-based; NPY-Y1 expressing cells, potentiator/agonist activation; hit rate 0.37% among 220,000; activation, % at 3.6 µM; Neuropeptide Y receptor type 1 (Homo sapiens), P25929; in the data active means activation above about 33%, passing the limit was not always enough;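 further: cells stimulated with NPY at EC10 then isoproterenol at EC100; 0% = low agonist plus stimulus and 100% = saturating agonist plus stimulus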
NPY-Y2 PAM-ag: NPY-Y2 potentiators or agonists, primary screen, cell-based; cells expressing NPY-Y2, potentiator/agonist read-out; activation, % at 3.6 µM; hit rate 0.45% among 220,000; AID 1359, 2008; in the data active means activation above about 27%;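 further: cells stimulated with NPY near EC25 plus isoproterenol at EC100; 0% = vehicle plus submaximal agonist and 100% = vehicle plus saturating agonist; some results beyond the cut were filed as inactive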
S1P4 antag: S1P4 receptor antagonists, primary screen, cell-based. Sphingosine 1-phosphate receptor 4 (Homo sapiens), O95977. S1P4-expressing cells, antagonist mode, reporter read-out. inhibition, % at 4.98 µM. hit rate 0.26% among 220,000. AID 1510, 2009; in the data active means inhibition above about 29%;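 further: 0% = wells stimulated with agonist and 100% = vehicle wells without agonist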
p97 ATPase inh: inhibitors of human p97 ATPase, primary screen, biochemical. Transitional endoplasmic reticulum ATPase (Homo sapiens), P55072. recombinant p97 ATPase, Kinase-Glo ATP luminescence, 3 h. inhibition, % at 8 µM. hit rate 0.42% among 220,000. AID 1481, 2009; in the data active means inhibition above about 15%;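 further: 0% = DMSO vehicle and 100% = wells lacking enzyme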
Target sequence (P55072 whole entry, looked up): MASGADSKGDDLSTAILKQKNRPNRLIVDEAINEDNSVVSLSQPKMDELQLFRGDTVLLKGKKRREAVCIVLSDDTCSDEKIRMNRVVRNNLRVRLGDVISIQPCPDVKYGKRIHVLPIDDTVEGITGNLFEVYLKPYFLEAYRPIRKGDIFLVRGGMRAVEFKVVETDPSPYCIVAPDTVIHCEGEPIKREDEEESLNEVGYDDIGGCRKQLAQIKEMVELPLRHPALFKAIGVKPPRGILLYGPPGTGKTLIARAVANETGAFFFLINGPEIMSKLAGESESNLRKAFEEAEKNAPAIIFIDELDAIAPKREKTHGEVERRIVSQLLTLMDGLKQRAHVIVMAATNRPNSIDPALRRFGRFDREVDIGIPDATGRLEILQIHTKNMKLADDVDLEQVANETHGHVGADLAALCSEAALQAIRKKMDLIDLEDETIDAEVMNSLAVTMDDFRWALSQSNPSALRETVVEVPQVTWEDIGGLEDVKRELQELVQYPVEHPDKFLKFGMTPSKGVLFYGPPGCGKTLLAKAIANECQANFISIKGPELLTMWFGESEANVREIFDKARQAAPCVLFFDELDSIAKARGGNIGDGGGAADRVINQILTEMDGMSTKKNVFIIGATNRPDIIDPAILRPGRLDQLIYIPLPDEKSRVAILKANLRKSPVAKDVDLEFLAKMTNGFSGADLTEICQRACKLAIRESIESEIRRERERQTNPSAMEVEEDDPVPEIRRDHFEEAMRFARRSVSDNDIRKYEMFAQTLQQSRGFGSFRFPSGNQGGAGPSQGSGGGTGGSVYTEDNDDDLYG
S1P4 ag: S1P4 receptor agonists, primary screen, cell-based | Sphingosine 1-phosphate receptor 4 (Homo sapiens), O95977 | activation, % at 4.98 µM | S1P4-expressing cell line, agonist reporter assay | AID 1509, 2009 | hit rate 0.35% among 220,000; in the data active means activation above about 11%;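 further: 0% = DMSO vehicle and 100% = reference agonist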
NPY Y1 blocker: NPY-Y1 receptor antagonists, primary screen, cell-based. hit rate 1% among 200,000. Neuropeptide Y receptor type 1 (Homo sapiens), P25929. AID 1040, 2008. HEK293-CNG Y1 cells, membrane potential fluorescence; NPY at EC95, then isoproterenol. inhibition, % at 3.6 µM;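 active means inhibition above the campaign mean inhibition of all tested compounds plus 3 SD, cut at about 20% in these data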;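 further: 0% = DMSO wells given NPY plus isoproterenol and 100% = isoproterenol alone without NPY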
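Assay system: HEK293 cells with Y1 receptor plus CNG channel | Probe or stimulus: NPY (25 nM), isoproterenol (1 µM), Ro 20-1724 (25 µM) | Timing: Compound incubation 1 h at room temperature, readout 45 min post-stimulation | Measured by: Membrane-potential fluorescent dye readout | Benchmarks: High control isoproterenol alone, low control NPY with isoproterenol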
Active calls of the source: *; x = not tested or not shown; & = joins results of further samples; [ ] = remark or other dose. These rows are one share of the data; rates above refer to the full screens.

SMILES	eIF4E-4G inh	PGE2 EP2 inh	EP2 mod	NPY-Y1 PAM-ag	NPY-Y2 PAM-ag	S1P4 antag	p97 ATPase inh	S1P4 ag	NPY Y1 blocker
O=C(CN1C(=O)C2C3C=CC(C3)C2C1=O)Nc1nc(SCc2ccc(Cl)cc2)n[nH]1 (stereo unspecified)	6	5	-26	-17	-7	-3	-4	1.2	7
COc1ccc(C(=S)Nc2ccc(C)cc2)cc1	7	x	-5	-3	6	5	1	0.9	4
Cc1ccc(S(=O)(=O)N2CCCN(c3nccc(C(F)(F)F)n3)CC2)cc1	-11	7	-52	-6	-16	3	0	-0.1	x
Cc1ccc(N=Nc2c(O)n(CN3CCOCC3)c3ccccc23)cc1	-4	x	30	-9	-8	-17	-3	-0.2	3
Cc1ccc(C)c(N2CCN(C(=O)CNS(=O)(=O)c3cccs3)CC2)c1	-6	7	5	-38	-5	-16	-4	-0.6	3
C/C(=N\OCC(=O)Nc1ccc(OC(F)(F)F)cc1)c1ccc2c(c1)OCCO2	0	12	-81	-17	-16	3	-1	0.8	6
O=C(COC(=O)c1ccccc1OCc1ccccc1Cl)NC1CC1	-1	14	9	2	3	-7	-3	0.1	9
CCOC(=O)C(C)Sc1nnc(Cc2cc(=O)[nH]c(=O)[nH]2)n1-c1cccc(OC)c1 (stereo unspecified)	0	12	5	-9	11	-21	4	1.6	6
Cc1cc2c(ncn2Cc2ccccc2)c([N+](=O)[O-])c1C	-5	7	14	-6	-4	-17	0	0.3	1
Cc1nc2sc(C(c3cccc(F)c3)N3CCCCC3)c(O)n2n1 (stereo unspecified)	0[fluorescence artefact?]	8	21	-5	2	-55	-5	1.1	-6
COC(=O)[C@@H]1C(c2c(OC)cc(OC)cc2OC)=NO[C@H]1C(=O)OC	19[fluorescence artefact?]	1	26	56*	42*	-26	4	0.0	-10
CCSc1nnc(Cc2cc(=O)[nH]c(=O)[nH]2)n1-c1ccc(F)cc1	3	7	2	14	11	-2	3	-0.3	-3
O=C(Cc1cscn1)c1ccc(O)cc1O	11[fluorescence artefact?]	13	26	4	0	-6	1	0.0	-7
COc1ccccc1-n1cnc(N)c1C(=O)c1ccccc1	7	10	13	12	4	0	2	-1.0	-4
COc1ccc(/C=C(/NC(=O)c2ccccc2Cl)C(=O)NCCCC(=O)O)cc1	1	7	27	-7	0	4	-5	0.1	1
CC(=O)Nc1ccc2c(c1)ncn2-c1ccccc1	-2	13	18	6	4	-5	6	1.9	x
COC(=O)c1ccc(Oc2coc3cc(OCc4cnn(-c5ccccc5)c4)ccc3c2=O)cc1	-10	10	10	-9	-11	-19	-7	0.0	2
C/C(=N\NC(=O)c1nn(C)cc1Cl)c1ccncc1	-1	12	19	-19	10	-15	-5	-0.9	7
COC(=O)CC1C(=O)NCCN1C(=O)CSc1nnc(Nc2ccc(OC)cc2)s1 (stereo unspecified)	1	9	2	3	-19	-14	0	1.9	-5
COC(=O)CN(c1ccc(OCc2ccccc2)cc1)S(C)(=O)=O	-1	9	-34	1	2	-3	1	-0.2	-1
O=S1(=O)CC=C(CSC(=S)NC2CCS(=O)(=O)C2)C1 (stereo unspecified)	1	5	0	14	20	-16	2	0.4	-5
Cc1ccc(CNC(=O)CCCCCNc2nc(=S)[nH]c3ccccc23)cc1	3	4	-50	5	-4	-5	6	-1.2	9
COc1ccc(-c2cc(C(=O)N3CCc4ccccc4C3)no2)cc1	2	16	-64	-26	-26	-2	-4	0.4	12
Cc1ccc(C(=O)NC(=S)NCC2CCCO2)cc1[N+](=O)[O-] (stereo unspecified)	1	4	-39	4	4	-2	3	0.8	-6
CNC(=O)c1oc(-c2ccc(Cl)cc2)nc1C	-2	9	7	-6	4	-5	-1	-0.8	1
COc1ccc2nc(Nc3nc4cc5c(cc4s3)OCO5)sc2c1	2	7	-10	-14	13	-17	1	1.4	1
O=C(NC(=S)NC1CCS(=O)(=O)C1)c1cccs1 (stereo unspecified)	10	1	-4	-5	9	2	7	-0.2	3
CC(/C=N/N1CCN(c2ccccc2)CC1)=C\c1ccco1	4	-9	13	-11	-20	0	-7	-0.4	7
O=C1CN(C(=O)COc2ccccc2F)c2ccccc2N1	-12	5	-5	-7	2	-22	-2	-0.3	-1
COCC(C)NC(=O)/C(=C/c1ccccc1)c1ccccc1 (stereo unspecified)	6	10	21	15	11	-9	2	-0.4	2
O=C(O)C1=C[C@@H](C2CCCCC2)C[C@@H](OCc2ccc(CO)cc2)O1	-3	25	10	1	-18	-4	2	-0.4	-8
CCCCC(=O)Nc1ccc(C(=O)NNC(=O)CCc2ccccc2)cc1	2[fluorescence artefact?]	9	15	-1	-2	-16	2	1.7	5
CC(C)Cn1c(N)c(C(=O)COC(=O)c2c(F)cccc2F)c(=O)n(C)c1=O	-1	2	-53	6	-4	4	5	2.0	2
Cc1nc(SCC(=O)NC(C)c2ccccc2)c2oc3ccccc3c2n1 (stereo unspecified)	-20[fluorescence artefact?]	4	-50	-8	6	5	5	1.0	1
Cc1c(NC(=O)C(=O)N/N=C/c2cccs2)c(=O)n(-c2ccccc2)n1C	-3	6	13	15	14	5	5	1.6	x
COC(=O)C(O)(NC(=O)OCc1ccccc1)C(F)(F)F (stereo unspecified)	3	11	8	2	1	-3	3	-1.0	-5
CCOc1ccc(N2CC(=O)N(c3ccc(OCC)cc3)CC2=O)cc1	-7	2	3	11	-2	-13	3	2.3	2
CC(C)(C)S(=O)(=O)c1cnc(N2CCOCC2)nc1N	0	5	8	3	11	-4	2	3.7	x
CCOc1ccc(Cn2nnc(C(=O)Nc3cc(C)cc(C)c3)c2N)cc1	5	6	-5	-2	8	-13	5	3.8	-2
O=[N+]([O-])c1ccc(C2CCCC/C2=N\OCc2cccc(F)c2)c([N+](=O)[O-])c1 (stereo unspecified)	0	x	6	-37	-12	-4	1	-1.2	31*

Entries listed so far marked active in NPY Y1 blocker.
mol | eIF4E-4G inh | EP2 mod | NPY-Y1 PAM-ag | NPY-Y2 PAM-ag | S1P4 antag | p97 ATPase inh | S1P4 ag | NPY Y1 blocker
O=[N+]([O-])c1ccc(C2CCCC/C2=N\OCc2cccc(F)c2)c([N+](=O)[O-])c1 (stereo unspecified) | 0 | 6 | -37 | -12 | -4 | 1 | -1.2 | 31*

The list goes on:
SMILES	eIF4E-4G inh	PGE2 EP2 inh	EP2 mod	NPY-Y1 PAM-ag	NPY-Y2 PAM-ag	S1P4 antag	p97 ATPase inh	S1P4 ag	NPY Y1 blocker
COCCNC(=O)C1CCN(S(=O)(=O)N2CCC3(CC2)OCCO3)CC1	4	7	5	12	3	2	5	0.8	1
CC(C)(C)NC(=O)C(=O)N/N=C/c1ccc(Br)cc1	x	x	4	0	2	-3	0	2.7	0
O=C(CSc1ccc(-c2ccc(Cl)cc2)nn1)N1CCCc2ccccc21	3	5	26	-8	-9	-16	-9	1.5	-2
CCOc1cc(C2C(C(=O)OC(C)C)=C(C)N=C3SCCC(=O)N32)ccc1OC(C)=O (stereo unspecified)	0	14	5	-7	6	-3	3	-1.9	-1
Nn1c(=O)[nH]c2ccccc2c1=O	-1	11	21	0	-8	5	4	1.9	0
Cc1cc(C(=O)COC(=O)c2ccc(O)cc2)c(C)n1Cc1ccco1	2	7	5	9	-1	-32	1	0.6	1
Cc1nn(-c2ccccc2)c2[nH]c(=O)c(CNCc3ccc4c(c3)OCO4)cc12	-8	10	-16	-24	-20	-1	-4	1.7	1
COc1ccccc1/C=C1\Oc2cc(OC(=O)N3CCOCC3)ccc2C1=O	-2	10	-16	13	12	11	-1	1.2	x
COc1ccc(CN(C)C2CCCCC2)cc1	3	14	16	-6	4	-11	5	-0.2	-5
Cc1ccc(C2SCC(C(=O)O)N2C(=O)c2ccc(F)cc2)cc1 (stereo unspecified)	0	10	27	6	17	-17	3	3.2	1
O=C(CCN1CCN(c2ccccc2)CC1)Nc1ccc2c(c1)OCO2	-2	8	16	9	13	-7	5	-0.7	-4
COc1ccc(OCC(=O)N2c3ccccc3CCc3ccccc32)cc1	1	10	16	-5	-9	-16	4	1.1	-1
N#CCc1ccc(NC(=O)/C=C/c2ccc([N+](=O)[O-])o2)cc1	5	30	-90	1	2	10	10	0.3	0
O=C(N/N=C\C=C\c1ccc2c(c1)OCO2)c1ccc(F)cc1	4	4	-39	-11	-6	0	4	1.7	3
Cc1ccc(NC(=S)N(Cc2cccs2)Cc2cc3cc(C)cc(C)c3[nH]c2=O)cc1	-4	7&8	1&15	14	0	-14	4	-0.9	2
N#C/C(C(=O)c1ccccc1)=C1/CCCN1	0	3	8	11	7	-4	2	0.6	3
Nc1sc(-c2ccccc2)cc1C(=O)O	8[fluorescence artefact?]	x	-9	-2	-6	3	5	2.3	5
CC(=O)OCC1(C)CN(c2ccccc2)NC1=O (stereo unspecified)	-4	3	32	8	1	-15	1	0.8	6
CC(=O)c1ccc(CCCC(=O)O)cc1	-2	6	14	-5	5	-12	4	2.1	7
CCCCCOc1ccccc1C(=O)NCCCCCC(=O)O	-3	9	53	13	-15	4	7	-0.5	x
CCOC(=O)C1C(c2cccc([N+](=O)[O-])c2)C2C(=O)NN=C2CC1(C)O (stereo unspecified)	1	9	26	-10	3	-23	5	1.9	4
Cc1cc(C)c(Cn2cnc(-c3ccc([N+](=O)[O-])cc3)c2)c(C)c1	5	4	-11	6	5	-7	-6	1.8	4
COCCSc1nnc(NC(=O)CSCc2ccccc2)s1	-2[fluorescence artefact?]	8&8	33&26	-9	-7	-3	3	-0.4	2
COC(=O)[C@H](Cc1ccccc1)NC(=O)Nc1ccc(OC)cc1	-11	6	-6	-7	0	-3	3	0.4	x
Cc1ccc(C(=O)Nc2ccc3c(c2)CCC3)cc1	2	13	-9	5	3	-7	-2	-1.1	0
CCN(CC)CCCN1C(=O)C(O)=C(C(=O)c2ccc(C)o2)C1c1ccc(C)o1 (stereo unspecified)	-2	6	2	7	15	-4	4	2.1	12
Cc1ccc2[nH]c(=O)c(CN(Cc3cccnc3)C(=O)c3ccncc3)cc2c1	4	6	10	-7	-9	-4	1	1.8	-3
CC1CCN(C(=O)c2ccc(S(=O)(=O)Cc3cc(F)ccc3F)c([N+](=O)[O-])c2)CC1	2	9	-32	-6	-1	-2	4	-1.3	0
COc1ccc2nc(NC(=O)CSc3nnc4n3C(C)(C)Cc3ccccc3-4)sc2c1	-2[fluorescence artefact?]	13	-29	-9	-18	4	3	0.0	-4
Cc1nc(C)c(-c2csc(Nc3ccc(F)cc3)n2)s1	1	16&6	-115&-23	9	5	10	-6	-0.3	-1
CCn1c2ccccc2c2cc(NC(=O)CSc3nnc(-c4cccc(F)c4)o3)ccc21	1	4	1	-16	-6	-3	-1	-5.9	1
CN(C)CCCNCCCNC(=O)c1ccco1	-1[fluorescence artefact?]	5&7	-22&6	-4	-3	-15	2	2.0	-4

Source: PubChem (several laboratories)
